IDH1 R132H inh: qHTS for Inhibitors of mutant isocitrate dehydrogenase 1 (IDH1): qHTS | Isocitrate dehydrogenase [NADP] cytoplasmic (Homo sapiens), O75874 | IDH1-R132H enzyme, NADPH consumption, diaphorase/resazurin fluorescence | Potency, µM (series often up to 76.6 µM), inactives show top-dose activity change, negative = inhibition, usual class: inhibitors | actives 0.093% (n = 390,000) | AID 602179, 2012; further: potency means the concentration at half of the fitted maximal effect; on the % scale 0 is the no-effect control and ±100 the full control effect; nearly all actives have a fitted effect of over 65% in size
Target sequence (O75874 whole entry R132H, stated change not applied): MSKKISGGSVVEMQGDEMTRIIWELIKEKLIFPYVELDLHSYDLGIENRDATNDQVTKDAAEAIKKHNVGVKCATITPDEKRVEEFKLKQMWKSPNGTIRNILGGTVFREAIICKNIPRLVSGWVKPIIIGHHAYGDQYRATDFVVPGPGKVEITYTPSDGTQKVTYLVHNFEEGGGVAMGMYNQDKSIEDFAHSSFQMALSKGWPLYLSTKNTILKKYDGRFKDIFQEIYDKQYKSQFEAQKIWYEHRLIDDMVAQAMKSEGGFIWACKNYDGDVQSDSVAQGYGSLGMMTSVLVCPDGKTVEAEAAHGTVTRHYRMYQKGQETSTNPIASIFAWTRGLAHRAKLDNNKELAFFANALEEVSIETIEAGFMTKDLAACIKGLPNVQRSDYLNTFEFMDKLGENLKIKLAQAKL
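IDH1-R132H (0.5 ug/mL) preincubated 30 min with compound, then NADPH (0.016 mM) and alpha-KG (2 mM) added; 80 min at RT, pH 7.5. Remaining NADPH coupled via diaphorase/resazurin to fluorescence (540/590 nm); concentration-response curves normalized to no-enzyme control.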
Pin1 inhibitor: qHTS Assay to Find Inhibitors of Pin1; Pin1 FP peptide displacement, HiFluor488, 10 min; Potency, µM (top dose mostly 115 µM), for the others: top-dose activity, negative = inhibition, usual class: inhibitors; actives 0.009% (n = 390,000); Peptidyl-prolyl cis-trans isomerase NIMA-interacting 1 (Homo sapiens), Q13526; active means well fitted inhibition curve with a large enough effect in the polarisation, with a control signal flat, not every such curve was filed as active; inconclusive means small, poorly fitted or top-dose-only effect, or effect the other way, or a change in a side signal; inactive means no such curve, though single readings can be large or run the other way; the % refers to the polarisation; further: potency means the concentration at half of the fitted maximal effect; on the % scale 0 is the no-effect control and ±100 the full control effect
PI4K2A inh: qHTS for small molecular inhibitors of PI4K2A | activity change, negative = inhibition, % at 76.9 µM | purified PI4K2A, ADP-Glo luminescence, 1 h; stronger effect = lower value | AID 1346378, 2018 | actives 0.13% (n = 420,000) | Phosphatidylinositol 4-kinase type 2-alpha (Homo sapiens), Q9BTU6; in the data active means activity change below about -50%; inconclusive means mostly about -30% to -49%;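 further: -100% = wells without enzyme as full effect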
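Compounds are screened against recombinant PI4K2A using PI as substrate and ATP, the latter dispensed at 300 microM. Reactions run one hour at ambient temperature before ADP-Glo detection; full inhibition defined by wells lacking enzyme.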
TrxR1 substrate: qHTS Assay for Substrates of Mammalian Selenoprotein Thioredoxin Reductase 1 (TrxR1): qHTS | Thioredoxin reductase 1, cytoplasmic (Rattus norvegicus), O89049 | purified TrxR1 substrate turnover, NADPH consumption readout | Potency, µM (highest dose often 114 µM), inactives show at the top dose activity change, negative = substrate turnover | actives 0.01% (n = 390,000) | AID 588456, 2011; further: potency means the concentration at half of the fitted maximal effect; on the % scale 0 is the no-effect control and ±100 the full control effect; nearly all actives have a fitted effect of over 50% in size
Target sequence (O89049 whole entry, looked up): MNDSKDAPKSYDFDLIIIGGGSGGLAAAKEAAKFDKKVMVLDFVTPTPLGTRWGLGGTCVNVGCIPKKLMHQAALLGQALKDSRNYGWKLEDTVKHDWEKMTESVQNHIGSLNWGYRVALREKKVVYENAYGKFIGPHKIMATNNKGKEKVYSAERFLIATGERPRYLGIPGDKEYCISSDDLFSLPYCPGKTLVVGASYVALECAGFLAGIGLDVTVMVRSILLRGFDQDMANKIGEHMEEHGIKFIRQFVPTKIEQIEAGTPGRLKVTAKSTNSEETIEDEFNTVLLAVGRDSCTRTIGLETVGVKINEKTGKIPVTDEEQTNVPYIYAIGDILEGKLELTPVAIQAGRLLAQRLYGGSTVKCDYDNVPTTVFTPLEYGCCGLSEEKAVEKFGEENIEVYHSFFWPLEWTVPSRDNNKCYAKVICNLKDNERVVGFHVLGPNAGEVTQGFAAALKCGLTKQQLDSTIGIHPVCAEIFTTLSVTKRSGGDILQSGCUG
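Rat TrxR1, dispensed at 90 nM, was prereduced with 400 uM NADPH (final) for 5 min at ~22 deg C, then incubated with compound 15 min before 400 uM selenite. A first-read NADPH fluorescence drop versus no-compound background flagged substrates.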
rTrxR1 inhibitor: qHTS Assay for Inhibitors of Mammalian Selenoprotein Thioredoxin Reductase 1 (TrxR1): qHTS. recombinant rTrxR1, NADPH fluorescence consumption, selenite substrate. Potency, µM (titrated, usually from 114 µM), for the others: at the top dose activity change, negative = inhibition, actives largely listed as inhibitors. actives 1% (n = 390,000); further: potency means the concentration at half of the fitted maximal effect; on the % scale 0 is the no-effect control and ±100 the full control effect; nearly all actives have a fitted effect of over 65% in size
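Rat TrxR1 (90 nM in the dispensed reagent) was pre-reduced with 400 uM NADPH for 5 min at room temperature, then incubated with compound for 15 min. After 400 uM selenite was added, NADPH fluorescence (Ex 340/Em 450 nm) was followed for 8 min.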
HP1b chromo inh: HTS for Inhibitors of HP1-beta Chromodomain Interactions with Methylated Histone Tails; AlphaScreen HP1-beta / biotin-H3K9me3 peptide binding; actives 0.56% (n = 390,000); Chromobox protein homolog 1 (Homo sapiens), P83916; Potency, µM (top dose mostly 114 µM), for inactives: at the highest dose activity change, negative = inhibition, usual class: inhibitors; further: potency means the concentration at half of the fitted maximal effect; nearly all actives have a fitted effect of over 70% in size; inactives centre near 23
Target sequence (P83916 whole entry, looked up): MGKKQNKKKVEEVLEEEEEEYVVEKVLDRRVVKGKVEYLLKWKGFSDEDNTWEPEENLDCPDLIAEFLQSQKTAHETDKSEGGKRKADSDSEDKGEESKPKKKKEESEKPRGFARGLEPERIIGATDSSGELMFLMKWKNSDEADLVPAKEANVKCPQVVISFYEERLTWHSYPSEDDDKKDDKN
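HP1-beta protein (50 nM final) preincubated 30 min at room temperature with biotinylated H3(1-18)K9me3 peptide (50 nM) in PBS pH 7.4, 0.01% Tween-20, then compound added for 30 min. AlphaScreen streptavidin donor/nickel chelate acceptor beads (10 ug/mL final), 30 min dark, luminescence read.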
PGK inhibitor: qHTS Assay to Find Inhibitors of Phosphoglycerate Kinase; actives 0.043% (n = 380,000); Phosphoglycerate kinase, glycosomal (Trypanosoma brucei brucei), P07378; PGK/GAPDH coupled, Kinase-Glo luminescence, 60 min; AID 602233, 2012; Potency, µM (doses to about 57.5 µM), without a hit: top-dose activity change, negative = inhibition, actives largely listed as inhibitors; further: potency means the concentration at half of the fitted maximal effect; on the % scale 0 is the no-effect control and ±100 the full control effect; nearly all actives have a fitted effect of over 60% in size
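Recombinant glycosomal PGK reaction used 1,3-bisphosphoglycerate generated in-well by GAPDH (100nM final) in 100mM TEA pH 7.6, 5mM MgCl2, 0.01% Tween-20. After 60 minutes at room temperature, ATP was read by Kinase-Glo Plus luminescence end-point.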
USP1-UAF1 inh: Inhibitors of USP1/UAF1: Primary Screen. recombinant USP1/UAF1, Ub-Rhodamine cleavage fluorescence. Ubiquitin carboxyl-terminal hydrolase 1 (Homo sapiens), O94782. actives 0.23% (n = 390,000). Potency, µM (titrated, usually from 57.1 µM), without a hit: at the highest dose activity change, negative = inhibition, usual class: inhibitors; further: potency means the concentration at half of the fitted maximal effect; on the % scale 0 is the no-effect control and ±100 the full control effect; nearly all actives have a fitted effect of over 60% in size; inactives centre near -12
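USP1/UAF1 complex (1 nM) preincubated 15 min at room temperature with compound, then Ub-Rho substrate (150 nM final) added. Kinetic fluorescence at 480/540 nm over 6 reads at 60 s intervals; 50 mM HEPES pH 7.8, 0.5 mM EDTA, 0.1 mg/ml BSA, 1 mM TCEP, 0.01% Tween-20.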
GLS inhibitor: qHTS for Inhibitors of Glutaminase (GLS); Glutaminase kidney isoform, mitochondrial (Homo sapiens), O94925; GLS enzymatic activity, qHTS titration; Potency, µM (doses to about 45.5 µM), without a hit: at the highest dose activity change, negative = inhibition, most hits filed as inhibitors; actives 0.21% (n = 410,000); further: potency means the concentration at half of the fitted maximal effect; on the % scale 0 is the no-effect control and ±100 the full control effect
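hKGA in 45 mM KH2PO4 (pH 8.2), 0.02% Tween-20 with compound, then 1mM L-Glutamine (stock as added) plus glutamate oxidase/HRP/Amplex red coupling mix. Fluorescence read initially and after 30 min at RT; signal change reflects glutamate formation.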
* marks the source's active call; other numbers are inactive results; i = inactive; ? = inconclusive; · = not tested or not shown; [ ] = another dose, or the depositor's remark. Unless noted, the call rests on the fitted dose curve; in most records, active means well fitted curve in the direction sought with a large enough effect; inconclusive means small, poorly fitted or top-dose-only effect, or another doubt; inactive means no such curve, though single readings can be large; an effect the other way counts as inactive or inconclusive.

SMILES	IDH1 R132H inh	Pin1 inhibitor	PI4K2A inh	TrxR1 substrate	rTrxR1 inhibitor	HP1b chromo inh	PGK inhibitor	USP1-UAF1 inh	GLS inhibitor
COC(=O)C1CSC2c3ccccc3C(=O)N12 (centres undefined)	14%	-8%	-1	7%[57.1 µM]	22%[57.1 µM]	19%	3%	-5%	-1%
O=[N+]([O-])c1ccccc1S(=O)(=O)NCc1ccco1	3%	-12%	1	-1%	1%	24%	-6%	-22%	3%
O=C(O)CSCC(=O)Nc1ccc(Br)c(C(F)(F)F)c1	1%	-8%	0	-7%[57.1 µM]	27%	21%	-1%	3%	22%
CCCc1cc(=O)oc2cc(OCC(=O)NCCCn3ccnc3)ccc12	0%	1%	-4	29%	23%	44%[activator]	i	-22%	-3%
CC1CCN(C(=O)c2ccc(NS(=O)(=O)c3cccc4cccnc34)cc2)CC1	10%	0%	-2	7%	13%	19%	-6%	-22%	6%
Cc1c(O)nc2ccccn2c1=O	-1%	-9%	1	-1%	12%	37%	-8%	-13%	-7%
O=C(O)C(Cc1c[nH]c2ccccc12)N1Cc2ccccc2C1=O (centres undefined)	0%	-4%	-2	1%	-11%	8%	12%	-10%	5%
COc1cccc(C(=O)NCCSCc2c(F)cccc2Cl)c1	3%	10%	0	8%	13%[57.1 µM]	4%	3%	-22%	-2%
COc1ccc(S(=O)(=O)NC(C)C(=O)Nc2ccc3c(c2)OCCO3)cc1OC (centres undefined)	1%	6%	-1	-7%[57.1 µM]	-9%[57.1 µM]	-13%	i	-17%	-19%
N#CC1=C(N)Oc2c(oc(CO)cc2=O)C1c1ccccc1[N+](=O)[O-] (centres undefined)	6%	?	1	6%	-5%[57.1 µM]	29%	-1%	-14%	-6%
O=C(Nc1ccccc1N1CCN(C(=O)c2ccccc2)CC1)c1cc(Br)ccc1Cl	4%	11%	1	-5%	2%	23%	-9%	-13%	-12%
CCC(C)c1ccccc1N1CC(C(=O)Nc2ccc(S(=O)(=O)N3CCOCC3)cc2)CC1=O (centres undefined)	-1%	6%	4	-8%	-1%	8%	-5%	-20%	5%
Cc1ccc(NC(=O)c2ccccc2Br)cc1S(=O)(=O)N(C)C	10%	2%	-2	-27%[57.1 µM]	1%[57.1 µM]	45%[activator]	-9%	-13%	-5%
COc1ccc(C(=O)NNC(=S)NC(=O)/C=C/c2cccs2)cc1	-9%	-20%	1	-15%	-12%	11%	1%	-23%	2%
CC(=O)Nc1ccc(NC(=O)c2cnn(-c3ccccc3)c2C2CCN(C(=O)OC(C)(C)C)CC2)cc1	-3%	0%	1	-3%	-2%	44%[activator]	3%	-7%	-2%
COc1ccc(NC(=O)Cc2ccsc2)c(OC)c1	1%	0%	-2	3%	5%	1%	1%	-24%	2%
CCc1ccccc1N(CC(=O)Nc1cccnc1)S(=O)(=O)c1ccccc1	2%	-4%	1	6%	8%	11%	i	-23%	0%
COC(=O)C1=C(C(=O)OC)C2C=CC1C1C(OC(C)=O)C(OC(C)=O)C21 (centres undefined)	2%	·	0	·	·	·	-5%	-25%	1%
Cc1ccc(-n2ncc3c(N4CCN(Cc5ccccc5)CC4)ncnc32)cc1Cl	-11%	1%	2	-5%[57.1 µM]	8%[57.1 µM]	28%	i	-19%	4%
O=C(c1ccccc1)c1cccn1CC(=O)N1CCN(C2CCCCC2)CC1	3%	-1%	-2	11%[57.1 µM]	10%[57.1 µM]	16%	4%	0%	9%
COc1ccc(N(CC(O)CN2C(=O)NC(C)(C)C2=O)S(=O)(=O)c2ccccc2)cc1 (centres undefined)	5%	3%	2	5%	12%	27%	i	-17%	-4%
CN(CCOc1ccc(-c2ccn(S(=O)(=O)c3cccc4ccccc34)n2)cc1)c1ccccn1	5%	27%	1	11%[57.1 µM]	9%[57.1 µM]	43%[activator]	3%	-16%	8%
COc1ccc(/C(C)=N/Nc2nc(C)cc(-c3ccccc3)n2)cc1	0%	-4%	-21	-9%[57.1 µM]	-9%[57.1 µM]	19%	0%	-12%	0%
CCn1cc(/C=C(\NC(=O)c2cc(OC)c(OC)c(OC)c2)C(=O)NCCCN2CCOCC2)c2ccccc21	-7%	1%	3	-8%	-11%	24%	9%	-14%	2%
CCOC(=O)COc1ccc(CC)cc1C(=O)c1ccn2nc(-c3ccccc3)cc2n1	?	-1%	-3	31%[activator]	10%	37%	9%	-32%	0%
CC1CN(S(=O)(=O)c2cc(C(=O)N(CCc3ccccc3)Cc3ccccc3)ccc2Cl)CC(C)O1 (centres undefined)	2%	9%	2	-5%[57.1 µM]	6%	26%	-7%	-7%	1%
CC(C)Oc1cccc(C(=O)N/N=C/c2coc3ccccc3c2=O)c1	-11%	-6%	1	1%	-3%	55%[activator]	-6%	-12%	33%[activator]
COc1ccc(N=Cc2c(O)[nH]c3ccccc23)cc1	-4%	-3%	-2	9%	12%	8%	-8%	-17%	2%
O=C(NCC(=O)N(c1ccc2c(c1)OCCO2)C(C(=O)NC1CCCC1)c1ccco1)c1ccco1 (centres undefined)	1%	1%	-3	-3%	-7%	28%	-4%	-17%	0%
CC(C)c1ccc(NC(=O)C2CCCN(S(=O)(=O)c3ccc4[nH]c(=O)ccc4c3)C2)cc1 (centres undefined)	·	-1%	-4	3%	27%	67%[activator]	·	-1%	3%
COc1ccc(C2/C(=C(/O)c3ccccc3)C(=O)C(=O)N2C)cc1 (centres undefined)	-1%	-8%	5	3%	14%	4%	-6%	-6%	14%
O=C(Nc1ccc(F)cc1)N(CCCN1CCOCC1)Cc1cc2cc3c(cc2[nH]c1=O)OCCO3	1%	0%	-4	27%	-1%	7%	0%	3%	11%
Brc1ccc(OCc2ccccc2)c(CNCC2CCCO2)c1 (centres undefined)	2%	-1%	-4	-3%	11%	30%	-6%	-8%	-9%
Nc1c(C(=O)NCCc2ccccc2)sc2nc(N3CCOCC3)c3c(c12)CCCC3	-9%	1%	-1	176%[activator]	102%[activator]	79%[activator]	-6%	-22%	2%
CS(=O)(=O)N(Cc1ccccc1Cl)c1ccc(C(=O)NCc2cccnc2)cc1	-19%	0%	2	2%	8%	22%	0%	-8%	4%
COc1ccc(OC)c(NC(=O)CNC(c2ccccc2)c2ccccc2)c1	3%	10%	-4	4%	22%	20%	i	-22%	-13%
Cn1c(SCC(=O)N2CCCC2)nnc1-c1cccs1	6%	-4%	-7	-4%	-1%	-1%	-9%	-10%	-13%
O=C1N[C@H](Cc2ccccc2)C(=O)N[C@H]1Cc1cn(S(=O)(=O)c2ccccc2)c2ccccc12	8%	-4%	1	-1%	5%	31%	3%	-10%	0%
Cc1c(Cl)cccc1N1C(=O)CC(NNC(=O)c2cccs2)C1=O (centres undefined)	4%	1%	5	-15%[57.1 µM]	23%[57.1 µM]	29%	i	-11%	-6%
Cc1ccc(-c2nn(-c3ccccc3)cc2C(N)=O)o1	1%	27%	3	26%	-63%	-13%	i	?	-14%

An excerpt from above with just PI4K2A inh:
compound	PI4K2A inh
Cc1ccc(-c2nn(-c3ccccc3)cc2C(N)=O)o1	3
CCOC(=O)COc1ccc(CC)cc1C(=O)c1ccn2nc(-c3ccccc3)cc2n1	-3

Next section.
SMILES	IDH1 R132H inh	Pin1 inhibitor	PI4K2A inh	TrxR1 substrate	rTrxR1 inhibitor	HP1b chromo inh	PGK inhibitor	USP1-UAF1 inh	GLS inhibitor
COc1ccc(NC(=O)Cc2ccc(-c3ccccc3)cc2)cn1	7%	-8%	3	7%[57.1 µM]	25%[57.1 µM]	4%	i	-2%	-7%
COc1ccc(OCC(=O)OCC(=O)NC2CCCCC2C)cc1 (centres undefined)	-9%	4%	-4	-10%	5%	51%[activator]	-6%	-10%	1%
Cc1c(OCC(=O)N2CCC(C(=O)O)CC2)ccc2c1oc(=O)c1ccccc12	-12%	9%	53	366%[activator]	-15%	15%	5%	7%	5%
O=C(/C=C/c1ccc(O)cc1)c1ccccc1	-5%	1%	-75*	-9%	-13%	24%	?	-20%	1%
COC(=O)c1sc(NC(=O)c2ccco2)c(C#N)c1C	2%	2%	11	-10%	-11%	-25%[57 µM]	1%	-8%	9%
CCCCOC(=O)c1c(N)n(-c2ccc(OC)cc2OC)c2nc3ccccc3nc12	5%	-9%	-1	13%	17%	38%	-3%	?	-12%

Bioassay records: PubChem, National Center for Advancing Translational Sciences (NCATS)

This is a subset; the hit share may differ from the screen's.
